LYPLA1 inh – LYPLA1 (human) inhibition in PME1 counter-screen; inhibition, % at 5.9 µM; recombinant LYPLA1, FP-Rh probe fluorescence polarization; actives 0.16% (n = 320,000); O75608;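 active = inhibition above the mean of all tested compounds plus 3 SD, set per campaign, cut at about 14% in these data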;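 also: inhibitors block serine hydrolase probe labeling of LYPLA1 so polarization falls; 0% = enzyme with DMSO and 100% = wells lacking LYPLA1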
Target sequence (O75608 whole entry, looked up): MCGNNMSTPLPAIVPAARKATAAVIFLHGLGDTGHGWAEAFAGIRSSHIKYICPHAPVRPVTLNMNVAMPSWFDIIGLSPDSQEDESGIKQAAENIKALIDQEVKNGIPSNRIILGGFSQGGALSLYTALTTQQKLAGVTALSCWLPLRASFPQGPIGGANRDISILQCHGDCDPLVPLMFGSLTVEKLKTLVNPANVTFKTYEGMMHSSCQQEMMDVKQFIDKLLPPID
PME-1 primary – PME-1 (human) inhibition. actives 0.53% (n = 320,000). Q9Y570. inhibition, % at 5.9 µM. recombinant PME-1, FP-Rh probe fluorescence polarization;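 active = inhibition above the campaign mean of all compounds plus 3 SD, cut at about 26% in these data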;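 also: competitive labeling of PME-1 active site by serine hydrolase directed probe; 0% = PME-1 with DMSO and 100% = wells lacking PME-1 enzyme; inhibitors block probe labeling so polarization falls and inhibition rises; many of its hits are not listed in these tables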
PREPL inhibitor – inhibitors of human prolyl oligopeptidase-like enzyme PREPL; actives 0.68% (n = 320,000); inhibition, % at 5.96 µM; recombinant PREPL, fluorescence polarization activity-based probe; AID 2751; Q4J6C6; in the data active = inhibition above about 43%;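 also: 0% = enzyme with DMSO and 100% = wells lacking enzyme; many of its hits are not listed in these tables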
GSTO1 inh – GSTO1 inhibition, counter-screen for RBBP9 inhibitors. P78417. recombinant GSTO1, activity-based probe fluorescence polarization. inhibition, % at 5.96 µM. actives 1.1% (n = 300,000). AID 1974;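 active = inhibition above the campaign mean inhibition plus 3 SD, cut at about 35% in these data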;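 also: 0% = GSTO1-1 with DMSO and 100% = wells lacking GSTO1-1 enzyme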
PAFAH1B3 FP inh – PAFAH1B3 (human) inhibition; actives 0.28% (n = 340,000); inhibition, % at 3.39 µM; recombinant PAFAH1B3, FP-rhodamine probe, fluorescence polarization; AID 492972;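 active = inhibition above the screen-wide average of all tested compounds plus 3 SD, cut at about 25% in these data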;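 also: 0% = enzyme with DMSO only and 100% = wells lacking PAFAH1B3 protein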
PAFAH1B2 inh – PAFAH1B2 (human) inhibition; AID 492953; actives 1.2% (n = 340,000); P68402; inhibition, % at 3.39 µM; recombinant PAFAH1B2, FP-rhodamine activity probe, fluorescence polarization;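 active = inhibition above the mean of all tested compounds plus 3 SD, cut at about 24% in these data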;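 also: 0% = enzyme with DMSO and 100% = wells lacking PAFAH1B2; many of its hits are not listed in these tables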
Target sequence (P68402 whole entry, looked up): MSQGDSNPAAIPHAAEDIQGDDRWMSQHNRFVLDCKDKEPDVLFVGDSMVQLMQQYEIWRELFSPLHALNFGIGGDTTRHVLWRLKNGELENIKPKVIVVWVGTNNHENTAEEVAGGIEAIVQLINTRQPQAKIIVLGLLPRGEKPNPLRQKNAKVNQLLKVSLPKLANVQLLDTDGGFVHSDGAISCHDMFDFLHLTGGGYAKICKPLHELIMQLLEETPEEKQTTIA
pPAFAH FP inh – pPAFAH (human) enzyme inhibition; recombinant pPAFAH, FP-rhodamine probe fluorescence polarization; inhibition, % at 3.39 µM; actives 1.5% (n = 330,000);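 active = inhibition above the mean inhibition across the screen plus 3 SD, cut at about 25% in these data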;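 also: inhibitors block binding of the rhodamine activity-based probe so polarization drops; 0% = enzyme with DMSO and 100% = wells lacking pPAFAH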
Target sequence (Q13093 whole entry, looked up): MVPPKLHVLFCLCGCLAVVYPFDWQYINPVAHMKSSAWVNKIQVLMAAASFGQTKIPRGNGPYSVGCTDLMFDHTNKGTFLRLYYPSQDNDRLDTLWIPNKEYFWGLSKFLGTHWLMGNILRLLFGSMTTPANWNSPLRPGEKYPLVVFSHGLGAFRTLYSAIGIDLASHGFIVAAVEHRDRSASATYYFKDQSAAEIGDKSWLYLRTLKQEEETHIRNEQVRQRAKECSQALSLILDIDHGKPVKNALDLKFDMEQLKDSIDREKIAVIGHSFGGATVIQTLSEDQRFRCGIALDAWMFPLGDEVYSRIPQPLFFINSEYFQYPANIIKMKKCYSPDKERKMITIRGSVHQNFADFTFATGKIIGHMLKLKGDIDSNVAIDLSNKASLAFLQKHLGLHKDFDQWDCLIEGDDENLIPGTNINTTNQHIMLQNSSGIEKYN
PAD4 inh – inhibitors of human PAD4. Q9UM07. recombinant PAD4, RCA probe fluorescence polarization. inhibition, % at 6.36 µM. actives 0.41% (n = 330,000);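 active = percent inhibition above a cutoff equal to the mean of all tested compounds plus 3 SD, cut at about 15% in these data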;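 also: 0% = PAD4 with RCA probe and DMSO and 100% = probe without PAD4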
LYPLA2 inh – blocks human lysophospholipase 2, a PME1 counter-screen. O95372. recombinant LYPLA2, FP-Rh probe fluorescence polarization. inhibition, % at 5.9 µM. actives 0.38% (n = 320,000). AID 2177;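 active = inhibition above the screen-wide mean plus 3 SD, limit set per campaign, cut at about 26% in these data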;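 also: 0% = LYPLA2 with DMSO and 100% = wells lacking LYPLA2 enzyme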
Active calls of the source: *; / = not tested or not shown. Only part of the results is shown, so the mix of outcomes need not match the whole.

SMILES	LYPLA1 inh	PME-1 primary	PREPL inhibitor	GSTO1 inh	PAFAH1B3 FP inh	PAFAH1B2 inh	pPAFAH FP inh	PAD4 inh	LYPLA2 inh
COc1ccc(-c2c3c(cc4ncn(Cc5ccccc5)c24)COC3=O)cc1	4	-3	9	/	4	4	3	1	11
Cc1cccc(N=C2NC(=O)/C(=C/c3cccn3C)S2)c1C	0	-3	21	4	8	3	32*	-3	-2
Cc1ccc(C(=O)N2CCN(c3ncccn3)CC2)c(C)c1	-1	3	12	5	3	-2	-9	2	-6
Cc1cccc(Nc2ncnc3onc(-c4cccc(Cl)c4)c23)c1C	0	8	-4	3	7	5	6	-7	3
CC1CCCCN1CCCNC(=O)c1ccc2c(=O)n(CCc3ccccc3)c(=O)[nH]c2c1 (configuration not stated)	-6	-1	22	-4	4	4	1	-1	-1
O=C(/C=C/c1cccc(Br)c1)NCC1CCCCC1	-7	-4	-5	-4	7	0	4	0	-5
Cc1cc(C)n(-c2nc3ccccc3nc2N2CCN(C(=O)c3ccc(Cl)cc3)CC2)n1	2	0	2	4	-1	2	0	-1	0
CCOC(=O)C1CCCN(C(=O)c2cccc3ccccc23)C1 (configuration not stated)	0	-1	2	0	4	1	0	0	0
CCOc1cc(/C=N/O)cc(Br)c1OCc1ccc(Cl)cc1	-12	-30	-1	-10	-10	-3	-7	1	-25
CCOCC(=O)Nc1cccc(C(=O)OCC)c1	1	2	10	17	-5	-4	4	0	6
NC(=O)c1ccc(NC(=O)CS(=O)(=O)c2cn(CC(=O)N3CCCCC3)c3ccccc23)cc1	1	-8	9	6	-3	-2	0	4	5
COc1ccc(CCC(=O)N(C)CC(=O)Nc2ccc(N3CCOCC3)cc2)cc1	1	-8	-1	7	1	2	3	4	-1
COc1ccc(C(=O)COC(=O)C(CCSC)NS(=O)(=O)c2ccc(Cl)cc2)cc1 (configuration not stated)	-5	3	-26	1	2	4	10	-1	-3
CN(C)CCCNc1cc(O)c2ncccc2c1	/	/	24	/	29*	3	1	16*	/
O=c1[nH]nc(Cc2ccccn2)c2ccccc12	1	-8	0	0	3	-2	1	1	-1
CCc1ccc(NC(=O)C(C)OC(=O)c2ccc(N3CCCC3)c([N+](=O)[O-])c2)cc1 (configuration not stated)	3	5	14	1	10	2	-2	-2	6
CN(Cc1ccccc1)c1nc(N)nc(Cl)c1C=O	2	4	0	4	12	0	8	1	-2
CCCOc1ccc(/C=N/O)cc1	0	3	-2	1	6	4	1	4	0
Cc1c(C(C)(C)O)[nH]c2ccc(C(F)(F)F)cc12	0	1	-1	5	0	9	-1	2	6
COc1ccccc1C1C(C(=O)c2cc3ccccc3o2)=C(O)C(=O)N1CCN1CCOCC1 (configuration not stated)	0	2	11	0	9	8	2	-1	-4
Cc1nn(-c2ccccc2)c(N2CCCC2)c1/C=N/NC(=O)c1cc(-c2cccnc2)nc2ccccc12	-9	13	22	-8	8	-2	6	-2	-6
COc1ccccc1C(=O)NC(=S)Nc1ccc(NC(=O)c2ccco2)cc1	-6	-3	-1	-2	6	6	2	-4	-1
COc1ccc(NC(=O)COC(=O)C(NC(=O)c2ccc(C)cc2)C(C)C)cn1 (configuration not stated)	/	/	5	/	9	5	2	-2	/
COc1ccc(C(=O)OCC(=O)N2CCCC2=O)c(OC)c1	-2	-1	11	-4	9	0	-1	-5	0
COCCn1c(C)cc(C2=NNC(=Nc3ccc(F)cc3)SC2)c1C	0	1	10	-11	9	0	0	-7	-3
Cc1c(NC(=O)Nc2ccccc2Cl)sc(=S)n1C	-6	-6	8	4	6	0	-4	-4	-3
COc1cc(CC(=O)OCC(=O)Nc2ccccc2C#N)cc(OC)c1OC	0	5	10	/	-1	3	-8	0	0
CCOC(=O)C1(CCOC)CCN(Cc2ccc3nonc3c2)CC1	1	-5	5	5	3	6	6	1	-1
COc1ccc(CNC(=O)[C@H](C)N2C(=O)N3CCc4c([nH]c5ccc(OC)cc45)[C@@]3(C)C2=O)cc1	1	6	11	3	4	6	5	4	2
O=C(c1ccc(N2CCCCC2)c([N+](=O)[O-])c1)N1CCOCC1	-4	-13	-19	2	0	0	8	1	5
Clc1ccc(CN(CC2CCCO2)C(c2cccs2)c2nnnn2C2CCCC2)cc1 (configuration not stated)	-6	-10	5	2	-3	-9	0	7	-1
Cc1cc(=O)oc2cc(OCC(=O)OCC(=O)Nc3c(C)n(C)n(-c4ccccc4)c3=O)ccc12	1	-6	4	-6	6	4	-10	-4	1
O=C(CSc1nncc(=O)[nH]1)NCc1ccccc1	0	-1	-6	5	0	2	5	-5	-5
O=C(CCc1nnc(-c2ccc3c(c2)OCO3)o1)NC(c1ccccn1)C(F)(F)F (configuration not stated)	-3	2	-8	2	6	-2	5	-2	-4
O=C(NCCN1CCN(C(=O)c2cc3ccccc3oc2=O)CC1)c1cc2ccccc2oc1=O	-7	6	10	-1	5	2	-2	2	1
O=[N+]([O-])c1cccnc1Sc1ccccc1Cl	3	2	0	0	3	10	4	4	7
C#Cc1ccc(CN2CCN(CCCc3ccccc3)C(CCO)C2)cc1 (configuration not stated)	4	-2	11	4	-6	0	1	2	5
CCc1ccc2[nH]c(=O)c(C(c3nnnn3CC3CCCO3)N3CCN4CCCC4C3)cc2c1 (configuration not stated)	3	1	17	1	7	3	3	0	-1
COc1ccc(OCCOc2ccc(S(=O)(=O)N3CCCC3)cc2C(N)=O)cc1	1	7	21	/	5	-1	-1	0	14
COc1ccc(OC)c(NC(=S)N2c3ccccc3CC2C)c1 (configuration not stated)	0	8	4	5	17	-2	1	-6	2

Entries listed above that bear a hit mark in PAD4 inh:
structure	PME-1 primary	PREPL inhibitor	PAFAH1B3 FP inh	PAFAH1B2 inh	pPAFAH FP inh	PAD4 inh
CN(C)CCCNc1cc(O)c2ncccc2c1	/	24	29*	3	1	16*

(list continues)
SMILES	LYPLA1 inh	PME-1 primary	PREPL inhibitor	GSTO1 inh	PAFAH1B3 FP inh	PAFAH1B2 inh	pPAFAH FP inh	PAD4 inh	LYPLA2 inh
CC1Cc2ccccc2N1C(=O)CSc1nnnn1C(C)C (configuration not stated)	-3	0	-6	13	11	6	-4	-4	-5
O=C(NC1CCCCC1)C(c1cccnc1)N(C(=O)c1csnn1)c1ccccc1 (configuration not stated)	-2	1	6	10	-4	5	2	5	4
CCOC(=O)CSc1nnc(CNc2ccc(Cl)cc2)n1-c1ccccc1	2	-1	8	3	-4	-1	17	-3	1
CC(=O)NS(=O)(=O)c1ccc(NC(=O)c2ccc3c(c2)C(=O)N(CCC(C)C)C3=O)cc1	-13	-21	1	-8	-9	-9	0	0	-19
CC(C)C1Cc2c(sc3c2c(=O)n(Cc2ccccc2)c2nncn32)CO1 (configuration not stated)	0	6	1	10	0	5	4	-1	4
Cc1cc(Nc2cccc(Cl)c2)nc(NCc2ccccc2)n1	-13	4	12	-12	5	7	-1	-3	-18
COc1ccc(C(=O)NNS(=O)(=O)c2ccc(OC)cc2)cc1	1	0	5	7	10	4	3	4	4
Cc1ccc(C(=O)NC2CCN(C(=O)NCc3ccccc3)CC2)cc1	-1	-6	0	-1	2	2	5	4	1
COc1ccc(Cl)cc1C(=O)Nc1nc2ccccc2[nH]1	0	-5	7	-9	4	1	-3	-6	-4
Cc1ccc(-n2ncc3c(N4CCCC4)ncnc32)c(C)c1	1	-5	5	-2	0	0	0	-1	5
O=C(c1ccc2oc(Cc3ccc(Cl)cc3)nc2c1)N1CC[C@H](O)C1	0	2	12	1	4	7	6	0	4
O=C(NCCc1ccccc1)/C(=C\c1cccc([N+](=O)[O-])c1)NC(=O)c1ccco1	-3	-5	9	1	17	0	2	2	8
COc1ccc(NC(=O)CCCC2CCCCC2)cc1S(=O)(=O)N1CCCCC1	-4	-12	-10	-3	2	-3	8	-3	-11
CC(C)COC(=O)OCN1C(=O)CN(CCN2CC(=O)N(COC(=O)OCC(C)C)C(=O)C2)CC1=O	-1	-2	2	6	6	-5	-2	-4	0
Cc1cnc(C(=O)OC(C)C(=O)Nc2ccccc2-c2ccccc2)cn1 (configuration not stated)	1	-1	10	-5	9	4	3	-4	6
O=C(CSc1nc2ccccc2[nH]1)c1ccc(Cl)s1	-3	-11	-3	8	0	-1	9	-9	-7
COc1cccc(-c2nnc(NC(=O)C3CCCCC3)o2)c1	0	-1	-1	2	5	6	3	4	2
Cc1ccc(S(=O)(=O)c2nc(S(C)(=O)=O)sc2N2CC(C)OC(C)C2)cc1 (configuration not stated)	4	-4	-4	-1	4	2	1	1	2
CC(C)(C)NC(=O)c1ccccc1-c1nc2ccccc2s1	2	1	15	-4	4	2	2	0	1
COc1ccc2c(c1)c(C(=O)N/N=C/c1ccc(OC)c(OC)c1)c(C)n2C	4	-2	12	12	13	-2	0	4	8
COc1ccc2[nH]c(C)c(CCNC(=S)Nc3ccccc3OC)c2c1	-2	10	2	2	10	1	-2	5	2
COc1ccccc1Oc1ccc(S(=O)(=O)N2CCCCC2C)cc1 (configuration not stated)	-1	3	15	-1	-2	2	5	-1	-2
CC(Oc1ccccc1)C(=O)Nc1ccc(NC(=O)c2ccccc2)cc1 (configuration not stated)	-4	1	2	0	-7	0	-2	-3	-4
Cc1ccc(C(=O)Nc2cccc3ccccc23)cc1	-2	-3	4	0	7	-5	0	1	-9
COc1ccc(CC(=O)NNC(=O)CSc2nnc(C)n2-c2ccccc2)cc1	1	1	5	9	0	6	7	-2	-2
Cc1ccc(S(=O)(=O)C2(C(=O)O)CCCC2)cc1C	2	1	11	4	3	7	-2	0	6
C[C@H](NC(=O)OCc1ccccc1)C(=O)N[C@@H](Cc1c[nH]c2ccccc12)C(=O)O	-1	-1	-2	2	0	25*	0	0	-4
CCOC(=O)c1cnc2c(C)cccc2c1Nc1cccc(C(=O)O)c1	0	-3	-11	-9	4	5	1	5	-4
CCn1c(=O)cc(OCC(=O)NCCC(C)C)c2ccccc21	1	-3	9	-2	11	4	0	1	3
CCOc1ccc(CN2CCN(Cc3[nH]c4ccccc4c3C)CC2CCO)cc1 (configuration not stated)	1	3	20	4	1	0	4	2	1
CN(c1ccc(O)cc1)c1nc(-c2ccccc2)cs1	-2	9	11	8	4	9	6	-1	-4
COC(=O)c1sc2nc(CN3CCN(c4ccc(OC)cc4)CC3)[nH]c(=O)c2c1C	-1	-6	18	5	-1	-5	1	-4	2
Cc1ccc(OCCCC(=O)N(C)CC(=O)Nc2ccccc2Cl)cc1	2	2	-4	5	3	-3	5	-1	6
COc1ccc(N2CCN(C(=O)CC34CC5CC(CC(C5)C3)C4)CC2)c([N+](=O)[O-])c1	0	-1	26	0	0	8	5	1	0
CCN(c1ccc(OC)cc1)S(=O)(=O)c1nnc(NC(=O)C2CCCCC2)s1	2	1	-5	-8	9	8	7	2	4
COc1ccc(CN(C)C(=O)c2ccc(NS(=O)(=O)c3ccc(F)cc3)cc2)c(OC)c1OC	5	9	3	0	1	1	5	-2	4
O=C(O)C1CCCCC1C(=O)Nc1ccccc1Cl (configuration not stated)	-5	-3	1	6	2	-1	1	2	2

Two entries from above, set out differently.
Below each compound: LYPLA1 inh	PME-1 primary	PREPL inhibitor	GSTO1 inh	PAFAH1B3 FP inh	PAFAH1B2 inh	pPAFAH FP inh	PAD4 inh	LYPLA2 inh
- CC(Oc1ccccc1)C(=O)Nc1ccc(NC(=O)c2ccccc2)cc1 (configuration not stated)
    -4	1	2	0	-7	0	-2	-3	-4
- Cc1ccc(C(=O)Nc2cccc3ccccc23)cc1
    -2	-3	4	0	7	-5	0	1	-9
